# Myeloid diff 2 = induction of myeloid progenitor differentiation, primary screen, cell-based, flow cytometry, MLPCN library. ER-HoxA9 myeloid progenitors, lysozyme-GFP differentiation. calls only at 10 µM. hit rate 1% among 360,000. AID 624256, 2012;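 active = normalized GFP-positive differentiation at or above the plate's own cutoff, the solvent-only control mean plus 3 SD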;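 also: cells exposed to compound for four days before flow analysis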
# Salmonella PhoP GFP = inhibitors of PhoP regulon expression, primary screen, Salmonella Typhimurium, GFP reporter (AID 1863) | inhibition, % at 50 µM; hits with a dose series show IC50 in µM | hit rate 0.16% among 300,000 | S. Typhimurium PhoP-regulated promoter GFP reporter, 4 h; higher % means a stronger effect;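 active = inhibition over 29.93%, a cutoff 3 SD above the screen mean, later confirmed by dose response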;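 also: 0% = low Mg2+ inducing control and 100% = high Mg2+ repressing control; strong numbers were not always called active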
# Myeloid diff 2 GFP+ MAC1+ % = recorded beside Myeloid diff 2, whose call it bears; GFP+ MAC1+ double positive, %; measured here: differentiation confirmed by MAC1 staining
# * marks the source's active call; other numbers are inactive results; i = inactive; + = active, no number. A portion of the library. The share of hits here may be higher or lower than overall.
smiles	Myeloid diff 2 GFP+ MAC1+ %	Myeloid diff 2	Salmonella PhoP GFP
CCOc1ccc(NC(=O)CSc2nc(=O)n(CCN3CCOCC3)c3c2CCCC3)cc1	1.0	i	-6%
Cc1cc(Br)ccc1NC(=O)CN(C)C(=O)CN1C(=O)NC2(CCCC2)C1=O	0.7	i	3%
COc1ccc(C(=O)NCCS(=O)(=O)NCc2ccccc2OC)cc1	0.6	i	-2%
OC(COc1ccccc1)CN(Cc1ccccc1)CC(O)COc1ccccc1 (stereo not given)	1.7	i	9%
O=C(Cc1c(F)cccc1Cl)NCC(=O)OCc1ccccc1	1.0	i	-4%
CC(C)N(C)S(=O)(=O)c1ccc(NC(=O)CSC(=S)N2CCCC2)cc1	0.9	i	6%
COc1ccccc1C(=O)NC(=O)COC(=O)c1cccc(OC(F)F)c1	1.3	i	-2%
CC(OC(=O)c1ccc(Br)c(S(=O)(=O)N2CCOCC2)c1)C(=O)NC1CCCCC1C (stereo not given)	0.6	i	1%
Cn1c(SCC(=O)NCc2ccc3c(c2)OCO3)ncc(C(=O)Nc2ccc(F)cc2)c1=O	0.2	i	1%
Cc1ccc(OCC(=O)Nc2cccc(S(=O)(=O)N3CCCCCC3)c2)cc1C	0.8	i	-7%
Cc1ccc(CSCC(=O)N(C)CC(=O)Nc2ccc(Br)cc2C)cc1	0.2	i	0%
O=C(Nc1ccccc1)OCC(CN1CCCCC1)OC(=O)Nc1ccccc1 (stereo not given)	3.7	i	-8%
O=C(Oc1ccc(-c2nnco2)cc1)c1ccco1	0.6	i	2%
O=C(Nc1cc(Cl)ccc1-n1cncn1)c1cncc(Br)c1	1.1	i	-5%
Cc1ccccc1C(=O)NCC(c1ccco1)N1CCc2ccccc2C1 (stereo not given)	1.2	i	-7%

smiles	Myeloid diff 2 GFP+ MAC1+ %	Myeloid diff 2	Salmonella PhoP GFP
CCCCc1nnc(NC(=O)c2oc3ccccc3c2C)s1	1.1	i	-11%
COc1ccc(-c2nc3ccc(C)cn3c2NCc2ccccc2)cc1SC1CCCCC1	13	i	6%
COc1ccc(/C=N/N2C(=O)CSC2=S)cc1Br	1.5	i	7%
CC(C)CN(C(=O)c1ccco1)C1CCS(=O)(=O)C1 (stereo not given)	0.8	i	1%
CC1CCCCC1NS(=O)(=O)CCNC(=O)c1ccc2c(c1)OCO2 (stereo not given)	0.8	i	-6%
CCC(C)c1nc2c(c(N3CCC3=O)c1-c1ccccc1)CCCC2 (stereo not given)	3.4	i	2%
O=C(COC(=O)/C=C/c1ccccc1)Nc1cccnc1Cl	0.5	i	-12%
Cc1[nH]c2ccccc2c1C(=O)C(C)OC(=O)c1ccc(Cl)nc1 (stereo not given)	0.9	i	-4%
COc1ccc(Cl)cc1NC(=O)CN(C)C(=O)Cc1n[nH]c(=O)c2ccccc12	1.5	i	-3%
O=C1CCc2cc(NS(=O)(=O)c3ccc(Br)cc3)cc3c2N1CC3	0.8	i	0%
O=C(NCC1CCCN1S(=O)(=O)c1cccs1)c1c(F)cccc1F (stereo not given)	1.0	i	-5%
CCn1cc(-c2ccccc2)c(C(=O)O)c1-c1ccc(OC)cc1	0.5	i	-4%
O=C(OCCOc1cccc(Cl)c1)c1cc(S(=O)(=O)N2CCCCC2)ccc1N1CCOCC1	1.4	i	7%
Cc1csc(N2CCCC2c2nc3cc(Cl)c(N4CCCCC4)cc3n2CCOCCO)n1 (stereo not given)	0.5	i	-4%
CCCCN(C(=O)c1[nH]c(C)c(C(C)=O)c1C)c1c(N)n(CCCC)c(=O)[nH]c1=O	0.6	i	3%

# Of the compounds above, these contain a Cl atom.
smiles	Myeloid diff 2 GFP+ MAC1+ %	Myeloid diff 2	Salmonella PhoP GFP
O=C(Cc1c(F)cccc1Cl)NCC(=O)OCc1ccccc1	1.0	i	-4%
O=C(Nc1cc(Cl)ccc1-n1cncn1)c1cncc(Br)c1	1.1	i	-5%
O=C(COC(=O)/C=C/c1ccccc1)Nc1cccnc1Cl	0.5	i	-12%
Cc1[nH]c2ccccc2c1C(=O)C(C)OC(=O)c1ccc(Cl)nc1 (stereo not given)	0.9	i	-4%
COc1ccc(Cl)cc1NC(=O)CN(C)C(=O)Cc1n[nH]c(=O)c2ccccc12	1.5	i	-3%
O=C(OCCOc1cccc(Cl)c1)c1cc(S(=O)(=O)N2CCCCC2)ccc1N1CCOCC1	1.4	i	7%
Cc1csc(N2CCCC2c2nc3cc(Cl)c(N4CCCCC4)cc3n2CCOCCO)n1 (stereo not given)	0.5	i	-4%

# Continued.
smiles	Myeloid diff 2 GFP+ MAC1+ %	Myeloid diff 2	Salmonella PhoP GFP
O=C(COC(=O)C1CCC1)NCc1ccccc1	1.2	i	-2%
COc1ccc(CCNc2ccc(S(=O)(=O)N3CCN(C)CC3)cc2[N+](=O)[O-])cc1	1.0	i	-1%
COc1ccc(-c2csc(NC(=O)CCCc3nc4ccccc4c(=O)[nH]3)n2)cc1OC	0.4	i	-9%
Cc1ccc(NC(=O)C2CCN(S(=O)(=O)c3ccc4c(c3)OCCO4)CC2)nc1	0.6	i	-7%
COc1[nH]c2ccc(F)cc2c1C(=O)OCC1CCN(CCNS(C)(=O)=O)CC1	2.1	i	-5%
COc1ccc(C)c2sc(N(CCCN(C)C)C(=O)CS(=O)(=O)c3ccc(F)cc3)nc12	0.4	i	5%
COc1ccc(C(=O)c2ccccc2O)c(O)c1	1.5	i	3%
c1ccc(Nc2nc(N3CCCC3)nc(N3CCOCC3)n2)cc1	1.9	i	11%
CN(CC(=O)Nc1ccccc1Cl)C(=O)COC(=O)c1cc(S(=O)(=O)N(C)C)ccc1N1CCCC1	0.8	i	4%
Cc1ccc(S(=O)(=O)NCCC(=O)NCc2ccccn2)cc1	0.5	i	-1%
CCOc1ccc(NC(=O)CN(C)C(=O)c2c(-c3ccccc3Cl)noc2C)cc1OCC	0.2	i	-9%
CCC1CCc2c(sc(N)c2C(N)=O)C1 (stereo not given)	6.2	i	-3%
COC(=O)CCc1ccc(OCC(O)CNC(C)C)cc1 (stereo not given)	2.9	i	2%
CN(C(=O)COc1ccc(Cl)cc1Cl)C1(C)CCS(=O)(=O)C1 (stereo not given)	1.0	i	3%
CC(C)c1cccc(C(C)C)c1NC(=O)COC(=O)C1CCC1	0.5	i	4%

smiles	Myeloid diff 2 GFP+ MAC1+ %	Myeloid diff 2	Salmonella PhoP GFP
CCCOc1ccc(OC(=O)Cc2ccc(OC)c(S(=O)(=O)N3CCOCC3)c2)cc1	0.4*	+	3%
Cc1ccc(C)c(NC(=O)CN(C)C(=O)Cn2c(=O)oc3ccccc32)c1	0.9	i	-1%
CN(CC(=O)Nc1ccccc1C(F)(F)F)C(=O)Cn1c(=O)oc2ccccc21	0.8	i	-1%
O=C1COc2ccc(C(=O)COC(=O)/C=C/c3ccc(Br)o3)cc2N1	1.5	i	11%
O=C(NCCS(=O)(=O)NCc1ccccc1)c1ccc2c(c1)OCO2	0.6	i	-4%
CN[C@H](CC(=O)O)C(=O)O	1.1	i	-12%
CC(C)CN(C(=O)CC1OC(=O)c2ccccc21)c1c(N)n(Cc2ccccc2)c(=O)[nH]c1=O (stereo not given)	0.6	i	-9%
Cc1onc(-c2c(F)cccc2Cl)c1C(=O)N[C@@H]1C(=O)N2C(C(=O)O)C(C)(C)S[C@H]12 (stereo not given in full)	1.5	i	3%
CC1(C)O[C@@H]2C[C@H]3[C@@H]4CCC5=CC(=O)CC[C@]5(C)[C@@]4(F)[C@@H](O)C[C@]3(C)[C@]2(C(=O)CCl)O1	13	i	7%
CC(=O)Nc1cccc(C(=O)OC(C)C(=O)NC(=O)NC2CCCCC2)c1 (stereo not given)	1.0	i	3%
O=C(CC1SC(N2CCCC2)=NC1=O)Nc1ccc(C(=O)N2CCCC(C(F)(F)F)C2)cc1 (stereo not given)	0.4	i	5%
O=C(CCN1C(=O)c2ccccc2S1(=O)=O)Nc1ccc(F)c([N+](=O)[O-])c1	1.6	i	11%
CCCN1CCc2c(sc(NC(=O)C3CCN(S(=O)(=O)c4cccs4)CC3)c2C(N)=O)C1	1.6	i	-6%
COc1ccc(C(=O)NNC(=O)COc2ccc(Cl)cc2C)cc1S(=O)(=O)N1CCOCC1	0.1	i	-4%
CC(=O)c1sc(NC(=O)C2CCN(c3ncnc4sc(C)c(C)c34)CC2)nc1-c1ccccc1	0.7	i	10%

smiles	Myeloid diff 2 GFP+ MAC1+ %	Myeloid diff 2	Salmonella PhoP GFP
Cc1ccc(S(=O)(=O)N(C)C)cc1NC(=O)COC(=O)/C=C/c1cccs1	1.0	i	-4%
O=C(COC(=O)Cc1cccs1)Nc1cccc(S(=O)(=O)N2CCOCC2)c1	0.5	i	4%
CC(=O)N1CCN(S(=O)(=O)c2cccc(C(=O)NNC(=O)Cn3ccc(C(F)(F)F)n3)c2)CC1	1.1	i	-5%
CCCN(C(=O)CSc1nc2cc(S(=O)(=O)N(CC)CC)ccc2o1)C1CCS(=O)(=O)C1 (stereo not given)	0.6	i	-4%
Cc1c(C(=O)OCC(=O)NCc2ccccc2)oc2ccccc12	1.5	i	-5%
C=CCNC(=O)c1c(CSc2ccc(Cl)cc2)noc1C(=O)NCCC	0.9	i	-4%
CC(C)CN(C(=O)COC(=O)COc1ccc2ccccc2c1)c1c(N)n(Cc2ccccc2)c(=O)[nH]c1=O	0.4	i	7%
CCC/C=C1/CCCOC(C(=O)NCc2ccccn2)(C(F)(F)F)C1 (stereo not given)	1.1	i	5%
Nc1nccnc1C(=O)OCc1nc2sc3c(c2c(=O)[nH]1)CCCC3	1.4	i	-5%
CC(C)=CCc1cc(-c2oc3cc(O)cc(O)c3c(=O)c2O)ccc1O	3.2	i	-7%
COc1ccc(Cl)cc1NC(=O)CN(C)C(=O)c1cc2ccccc2cc1O	0.8	i	-9%
Cn1ccsc1=NC(=O)c1cc(S(=O)(=O)N2CCOCC2)ccc1F	0.6	i	-3%
O=C(c1cc(S(=O)(=O)N2CCN(c3ccccc3)CC2)ccc1Cl)N1CCCC(C(F)(F)F)C1 (stereo not given)	0.9	i	-4%
O=C(NCc1cccc(C(F)(F)F)c1)C1CC2Cn3c(nc4ccccc43)C2N1Cc1ccccc1 (stereo not given)	2.1	i	-2%
CC1C(=O)N2CCCc3cc(NC(=O)C(=O)NCCCc4ccccc4)cc1c32 (stereo not given)	0.3	i	9%

smiles	Myeloid diff 2 GFP+ MAC1+ %	Myeloid diff 2	Salmonella PhoP GFP
O=C1CC(NS(=O)(=O)c2cc(F)ccc2F)CN1c1cccc(F)c1 (stereo not given)	1.0	i	1%
O=C(CNC(=O)c1ccccc1)OCCOc1cccc(Cl)c1	0.5	i	-1%
O=C(CNC(=O)c1ccco1)NC1CCCCCC1	1.0	i	-4%
Cc1occc1C(=O)NNC(=O)CN1C(=O)NC(C)(c2ccccc2)C1=O (stereo not given)	1.2	i	-7%
O=C(NCCCN1CCOCC1)c1ccc(S(=O)(=O)Nc2ccccc2)cc1	1.0	i	-4%
CC(=O)N[C@H]1[C@H]([C@H](O)[C@H](O)CO)OC(C(=O)O)=C[C@@H]1O	3.0	i	0%
Cc1ccc2cc(CN(CCCN3CCOCC3)C(=O)NC3CCCCC3)c(=O)[nH]c2c1C	4.2	i	-1%
CC(OC(=O)CCC1CCCCC1)C(=O)Nc1ccc(S(N)(=O)=O)cc1 (stereo not given)	0.8	i	-6%
CN(C)CC[C@@H](c1ccc(Cl)cc1)c1ccccn1	1.4	i	-4%
CCOc1ccc(CCNC(=O)COC(=O)COc2ccc(Cl)cc2)cc1OCC	1.0	i	-2%
CCN1CCN(C(=O)N[C@@H](C(=O)N[C@@H]2C(=O)N3C(C(=O)O)=C(CSc4nnnn4C)CS[C@H]23)c2ccc(O)cc2)C(=O)C1=O	3.0	i	-5%
O=C(NCCCn1ccnc1)c1ccc(NS(=O)(=O)c2ccc(Cl)c(Cl)c2)cc1	0.5	i	4%
COc1ccc(NS(=O)(=O)c2cccc(C(=O)NCc3ccco3)c2)cc1	0.6	i	-4%
CCOc1ccccc1C(=O)NCC(=O)NNC(=O)c1cccc(S(=O)(=O)Nc2ccc(OC)cc2)c1	0.6	i	-2%
Cc1ccc(S(=O)(=O)CCC(=O)OC(C)C(=O)N2CCc3ccccc32)cc1 (stereo not given)	0.6	i	0%

smiles	Myeloid diff 2 GFP+ MAC1+ %	Myeloid diff 2	Salmonella PhoP GFP
CC12CCC(=O)N1C(C(=O)Nc1ccc(Cl)c(S(=O)(=O)N3CCCCC3)c1)CS2 (stereo not given)	0.3	i	-6%
C[C@@H]1O[C@@H](O[C@H]2[C@H](Oc3cc(O)c4c(c3)OC(c3ccc(O)cc3)CC4=O)O[C@H](CO)[C@@H](O)[C@@H]2O)[C@H](O)[C@H](O)[C@H]1O (stereo not given in full)	1.7	i	-6%
Cc1sc(NC(=O)C2=COCCO2)c(C(N)=O)c1C	0.2	i	-4%
COc1cccc(CNC(=O)CCc2nc3cc(S(=O)(=O)N4CCOCC4)ccc3n2C)c1	0.8	i	2%
O=C(CN1C(=O)NC2(CCCC2)C1=O)N1CCN(Cc2ccccc2)CC1	1.0	i	-1%
C=CCNC(=O)c1n[nH]c2c1CC(C(C)(C)CC)CC2 (stereo not given)	1.5	i	-10%
COc1cc(S(C)=O)ccc1-c1nc2ncccc2[nH]1 (stereo not given)	1.4	i	3%
O=C1CCCN1C(=O)COc1ccccc1[N+](=O)[O-]	0.3	i	4%

# Single entries from the list:
# Entry for Cc1sc(NC(=O)C2=COCCO2)c(C(N)=O)c1C in Myeloid diff 2 GFP+ MAC1+ %: 0.2
# Entry for C=CCNC(=O)c1n[nH]c2c1CC(C(C)(C)CC)CC2 (stereo not given) in Myeloid diff 2 GFP+ MAC1+ %: 1.5

# High-throughput results deposited in PubChem by several laboratories.
